IMPase Li cell = cell-permeable IMPase inhibitors with lithium potentiation | CHO-M1 cells, IP1 TR-FRET (IP-One), carbachol + lithium | actives 0.35% (n = 210,000) | Potency, µM (highest dose often 59.4 µM), for inactives: at the highest dose activity, negative = IMPase inhibition, usual class: inhibitors;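 further: IP1 builds up when IMPase is blocked and the TR-FRET signal falls; potency means the concentration at half of the fitted maximal effect; plate controls were basal vehicle for no effect and high inhibitor control for full effect; nearly all actives have a fitted effect of over 50% in size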
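CHO cells stably expressing M1 receptor (2000/well, cultured 16–30 h) treated 30 min at 37C with compound plus low lithium. Cytosolic IP1 by TR-FRET (665/620 ratio and 620 channel) after 10 min lysis; AC50 by Hill fit.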
aGal spleen mod = alpha-galactosidase A (human) modulation; human spleen homogenate, 4MU-alpha-Gal fluorescence, 40 min; P06280; actives 0.008% (n = 240,000); Potency, µM (series often up to 80 µM), for the others: top-dose activity change, negative = inhibition, most hits filed as inhibitors; AID 2107;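 further: potency means the concentration at half of the fitted maximal effect; 0% = enzyme with vehicle and -100% = no enzyme basal signal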
Target sequence (P06280 32-429 limits assumed): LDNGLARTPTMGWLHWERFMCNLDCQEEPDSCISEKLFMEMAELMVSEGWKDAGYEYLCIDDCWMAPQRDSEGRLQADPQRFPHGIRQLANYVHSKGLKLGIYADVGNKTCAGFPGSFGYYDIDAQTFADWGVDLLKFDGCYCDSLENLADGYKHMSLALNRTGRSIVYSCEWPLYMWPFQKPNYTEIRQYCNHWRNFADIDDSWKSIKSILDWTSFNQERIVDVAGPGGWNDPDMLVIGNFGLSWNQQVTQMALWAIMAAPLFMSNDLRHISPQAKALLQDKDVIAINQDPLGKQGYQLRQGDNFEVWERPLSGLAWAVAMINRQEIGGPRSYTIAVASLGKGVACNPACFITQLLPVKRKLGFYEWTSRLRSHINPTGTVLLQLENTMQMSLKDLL
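Human spleen homogenate (1 ug) was the enzyme source, with 4-methylumbelliferyl-alpha-D-galactopyranoside (1 mM final) in pH 5.0 citrate buffer with 0.01% Tween-20. Compounds were titrated; after 40 min at 37C, NaOH/glycine stop, 4-MU fluorescence read; AC50 from Hill fits.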
Lamin A splicing = modulators of lamin A splicing; HeLa LMNA splicing GFP/RFP minigene ratio, 48 h; Potency, µM (highest dose often 46.1 µM), for the others: top-dose ratio change, negative = inhibition, hits mostly inhibitors; actives 0.01% (n = 200,000); AID 1487; active means well fitted inhibition curve with a large enough effect in the signal ratio, with a control signal flat, not every such curve was filed as active; inconclusive means small, poorly fitted or top-dose-only effect, or effect the other way, or a change in a side signal; the % refers to the signal ratio; further: potency means the concentration at half of the fitted maximal effect; on the % scale 0 is the no-effect control and ±100 the full control effect
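Read-out is the ratio of GFP to DsRed2 object intensity, acquired by 488 nm laser-scanning cytometry on HeLa lamin A-EGFP minigene reporter cells. Compound incubation 48 hrs at 37 °C in Opti-MEM with 2% FBS; DMSO 0.5% final.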
Epigenetic derep = epigenetic control regulation, reporter derepression | actives 0.2% (n = 280,000) | AID 1865 | murine LDR cells, GFP reporter derepression, 30 h | Potency, µM (highest dose often 53.9 µM), inactives show at the top dose GFP activation, actives largely listed as activators; further: potency means the concentration at half of the fitted maximal effect; % of control where 0% means no effect; nearly all actives have a fitted effect of over 60% in size
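Murine LDR cells carrying a silenced, genomically integrated CMV-driven GFP reporter were exposed to compound for 30 hours at 37 C. After PBS washes, GFP-positive cells (20–120 um objects) were counted by laser-scanning microplate cytometry.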
NPSR antag = neuropeptide S receptor (human) antagonism, cAMP; Q6W5P4; CHO-NPSR cells, cAMP TR-FRET, antagonist mode; Potency, µM (titrated, usually from 38.3 µM), inactives show at the top dose activity change, negative = inhibition, actives largely listed as inhibitors; actives 1% (n = 220,000); further: potency means the concentration at half of the fitted maximal effect; on the % scale 0 is the no-effect control and ±100 the full control effect; nearly all actives have a fitted effect of over 50% in size; many of its hits are not listed in these tables
CBFb RUNX1 block = CBF-beta/RUNX1 interaction disruption. AlphaScreen CBFb-His/RUNX1-biotin binding, biochemical. Potency, µM (doses to about 59.8 µM), for inactives: at the top dose activity, negative = inhibition, hits mostly inhibitors. 230,000 tested, under 10 active; further: % of control where 0% means no effect
Target sequence (Q01196 whole entry, looked up): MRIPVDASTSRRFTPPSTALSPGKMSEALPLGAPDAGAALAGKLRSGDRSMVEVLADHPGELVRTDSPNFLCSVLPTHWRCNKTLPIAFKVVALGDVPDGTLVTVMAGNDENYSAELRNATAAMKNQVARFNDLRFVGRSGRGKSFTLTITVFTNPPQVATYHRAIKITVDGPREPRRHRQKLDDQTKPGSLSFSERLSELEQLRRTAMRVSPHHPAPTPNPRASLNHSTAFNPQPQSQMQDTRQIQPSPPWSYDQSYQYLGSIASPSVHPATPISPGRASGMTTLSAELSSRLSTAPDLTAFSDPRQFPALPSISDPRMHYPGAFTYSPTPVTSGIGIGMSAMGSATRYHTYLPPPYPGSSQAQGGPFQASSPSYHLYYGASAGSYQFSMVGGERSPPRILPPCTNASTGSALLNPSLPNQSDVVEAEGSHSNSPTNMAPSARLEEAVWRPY
Target sequence (Q13951 whole entry, looked up): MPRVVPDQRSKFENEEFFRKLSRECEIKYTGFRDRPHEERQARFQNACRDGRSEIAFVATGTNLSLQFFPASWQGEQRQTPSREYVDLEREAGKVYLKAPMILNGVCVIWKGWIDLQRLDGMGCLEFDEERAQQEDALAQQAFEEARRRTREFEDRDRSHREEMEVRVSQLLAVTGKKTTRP
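AlphaScreen proximity signal reports loss of binding between His-tagged CBF-beta and biotin-labelled RUNX1, each at 30 nM. Proteins are pre-associated for 20 minutes, compounds added for 15 minutes, then beads for 90 minutes, all at ambient temperature.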
Luc counter = counter-screen: inhibitors of Kinase-Glo firefly luciferase | Q27757 | Kinase-Glo luciferase, ATP luminescence, 8 min | Potency, µM (highest dose often 38.3 µM), inactives show at the top dose activity change, negative = inhibition, actives largely listed as inhibitors | actives 0.28% (n = 200,000); further: potency means the concentration at half of the fitted maximal effect; on the % scale 0 is the no-effect control and ±100 the full control effect; nearly all actives have a fitted effect of over 60% in size
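Recombinant Kinase-Glo luciferase, 10 uM ATP (linear range), luciferin; imidazole pH 7.2 / KCl / MgCl2 / Tween / BSA buffer; 8 min RT; luminescence.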
* marks the source's active call; other numbers are inactive results; u = inconclusive; x = not tested or not shown; & = joins results of further samples; [ ] = another dose, or the depositor's remark. Unless noted, the call rests on the fitted dose curve; in most records, active means well fitted curve in the direction sought with a large enough effect; inconclusive means small, poorly fitted or top-dose-only effect, or another doubt; inactive means no such curve, though single readings can be large; an effect the other way counts as inactive or inconclusive. Only part of the results is shown; rates above refer to the full screens.

(1) O=C(Nc1cc2c3c(c1)C1CCCC1CN3CC1CCCC21)c1ccc([N+](=O)[O-])cc1 (centres undefined)
(2) Cc1nsc(N)c1C(=O)O
(3) COc1ccc(N2CCN(C(CNC(=O)C3CCCCC3)c3cccnc3)CC2)cc1 (centres undefined)
(4) CCOCCCNC(=O)C1CCN(S(=O)(=O)N2CCCC2)CC1
(5) CCOC(=O)Cc1cnc(NC(=O)CSc2nc3ncnc(N)c3[nH]2)s1
(6) Cc1c(Br)c([N+](=O)[O-])nn1CC(=O)N1CCN(Cc2ccccc2)CC1
(7) CC(=O)/C(C(=N)N1CCN(c2cccc(Cl)c2)CC1)=C(\C)O
(8) Cn1c(=O)[nH]c(=O)c2c1nc(NCCc1ccccc1)n2CC(O)COc1ccccc1 (centres undefined)
(9) CCn1c(C)nc2cc(C(=O)OC)ccc21
(10) NS(=O)(=O)c1ccc(S(=O)(=O)NCCc2ccccc2)cc1

Assay by compound	1	2	3	4	5	6	7	8	9	10
Luc counter	14%	x	-1%	1%	0%	1%	3%	-4%	1%	2%
CBFb RUNX1 block	-17%	5%	-1%	3%	6%	-16%	-3%	3%	7%	3%
aGal spleen mod	5%	1%	1%	-9%	-2%	-2%	2%	-1%	-9%	0%
Lamin A splicing	-9%	x	8%	x	u	-51%[46 µM]	4%	-11%	-7%[46 µM]	u
IMPase Li cell	32%[activator][38.3 µM]	x	-6%[38.3 µM]	-7%	0%	2%	7%[38.3 µM]	-2%[38.3 µM]	0%	4%[38.3 µM]
NPSR antag	-18%[46.1 µM]	2%	u	10%	2%	5%	14%[46.1 µM]	-14%[7.67 µM]	1%	-5%[46.1 µM]
Epigenetic derep	1.6%	2.3%	-1.1%	6.7%	-4.1%	1.1%	1.9%	-2.2%	-1.1%	-2.3%

Four entries out of the list, ordered by molecular weight, falling.
(8) Cn1c(=O)[nH]c(=O)c2c1nc(NCCc1ccccc1)n2CC(O)COc1ccccc1 (centres undefined)
(6) Cc1c(Br)c([N+](=O)[O-])nn1CC(=O)N1CCN(Cc2ccccc2)CC1
(4) CCOCCCNC(=O)C1CCN(S(=O)(=O)N2CCCC2)CC1
(2) Cc1nsc(N)c1C(=O)O

Assay by compound	8	6	4	2
Luc counter	-4%	1%	1%	x
CBFb RUNX1 block	3%	-16%	3%	5%
aGal spleen mod	-1%	-2%	-9%	1%
Lamin A splicing	-11%	-51%[46 µM]	x	x
IMPase Li cell	-2%[38.3 µM]	2%	-7%	x
NPSR antag	-14%[7.67 µM]	5%	10%	2%
Epigenetic derep	-2.2%	1.1%	6.7%	2.3%

Carrying on:
(11) O=C(COc1ccc(Cl)cc1)NCc1nnc2c3ccccc3c(-c3ccccc3)nn12
(12) Cc1ccc(-c2cc(N)n(Cc3ccc(Cl)cc3)n2)cc1
(13) CC(=O)N1c2ccccc2C(C)CC12CCCCC2 (centres undefined)
(14) CC1CCCCC1NC(=O)C1CCN(S(=O)(=O)c2ccc(-n3cnnn3)cc2)CC1 (centres undefined)
(15) COc1ccc(CNC(=O)c2cnc(C)cn2)c(OC)c1
(16) Cc1ccc(NC(=O)C2SC(=Nc3ccccc3)C(C(=O)Nc3ccc(Cl)cc3)=C2N)cc1 (centres undefined)
(17) COc1ccc(C(=O)CSc2n[nH]c(-c3ccco3)n2)cc1
(18) CCCCCOC(=O)CSc1nnc(-c2cc(OC)c(OC)c(OC)c2)o1
(19) O=C(CN1CCN(Cc2ccccc2)CC1)Nc1cccc(S(=O)(=O)N2CCCCCC2)c1
(20) CCOC(=O)Nc1nnc(-c2ccc(OC)cc2)s1

Assay by compound	11	12	13	14	15	16	17	18	19	20
Luc counter	1%	0%	0%	-1%	0%	-1%	-1%	-1%	3%	-6%
CBFb RUNX1 block	-9%	-8%	12%	6%	3%	-17%	-10%	15%	2%	-2%
aGal spleen mod	-3%	-30%	8%	6%	-6%	1%	4%	3%	-27%	2%
Lamin A splicing	u	14%	1%	5%	5%	u	23%	-12%	x	3%
IMPase Li cell	17%	10%[38.3 µM]	1%	-8%[38.3 µM]	-6%[38.3 µM]	-2%	8%[38.3 µM]	15%[38.3 µM]	9%	26%[38.3 µM]
NPSR antag	-16%	-3%[46.1 µM]	-21%[46.1 µM]	10%[46.1 µM]	u	-29%	-13%[46.1 µM]	-12%[46.1 µM]	-35%	-9%[46.1 µM]
Epigenetic derep	-1.0%	5.4%	5.0%	0.0%	-2.8%	2.3%	1.6%	-3.2%	0.8%	1.4%

(21) O=C(Cn1cc([N+](=O)[O-])nc1[N+](=O)[O-])N1CCN(c2ccccc2)CC1
(22) Cc1n[nH]c(=O)nc1NCCN(C)C
(23) O=C(CCSCc1ccc(Cl)cc1)NCc1cccnc1
(24) CN1CCN(C(c2cccc(Cl)c2)c2ccccc2Cl)CC1 (centres undefined)
(25) Cc1cc(N2CCOCC2)nc2ccccc12
(26) CCOc1ccc(S(=O)(=O)c2c(C(=O)c3ccccc3)cnc3cc4c(cc23)OCCO4)cc1
(27) COCCNC(=O)c1ccc2c3n(nc2c1)-c1ccccc1CO3
(28) O=C(N/N=C1\CCc2ccccc21)c1ccc(O)cc1
(29) O=C(O)c1cc(-c2ccccc2)n[nH]1
(30) O=C(NCc1cccc2ccccc12)Nc1ccccc1

Assay by compound	21	22	23	24	25	26	27	28	29	30
Luc counter	-3%	x	-1%	-3%	1%	x	x	-27%	2%	4%
CBFb RUNX1 block	0%	1%	3%	-3%	6%	-13%	4%	-1%	-1%	12%
aGal spleen mod	3%	-2%	-2%	2%	19%	0%	2%	-7%	1%	-3%
Lamin A splicing	u	5%	x	2%	-4%	u	x	x	4%	-16%[46 µM]
IMPase Li cell	-3%	x	-5%	21%	4%	x	x	-8%	-9%	-1%
NPSR antag	-9%	14%[46.1 µM]	-2%	-35%	-2%[46.1 µM]	u	5%	1%	16%	-21%
Epigenetic derep	5.4%	-3.4%	2.8%	0.9%	-1.0%	-0.9%	3.0%	1.2%	-1.0%	-0.5%

(31) COC(=O)[C@H]1[C@H]2C[C@@H]3c4[nH]c5cc(OC)ccc5c4CCN3C[C@H]2C[C@@H](OC(=O)c2cc(OC)c(OC)c(OC)c2)[C@@H]1OC
(32) CCOC(=O)N1CCc2c(sc3c2c(=O)n(Cc2ccccc2)c(=O)n3Cc2ccc(C)cc2)C1
(33) CCN(CC)S(=O)(=O)c1cc(OCC(N)=O)c(C)cc1Cl
(34) CCOC(=O)C1=C(C)N=C(/N=C/N(C)C)SC1c1ccccc1 (centres undefined)
(35) O=C(O)c1cc(S(=O)(=O)O)ccc1O
(36) CC(C)c1ccc(N2CCN(C(=O)c3ccccc3NC(=O)/C=C(\C(=O)O)c3ccccc3)CC2)cc1
(37) O=C(c1ccccc1-c1ccccc1)N1CCCC1
(38) CC1(C)CCC[C@@](C)([C@H]2CC[C@]3(C)[C@@H]2[C@H](O)C[C@@H]2[C@@]4(C)CC[C@H](O)C(C)(C)[C@@H]4[C@@H](O)C[C@]23C)O1
(39) COc1ccccc1CNN
(40) CC(C)[C@H](NC(=O)Nc1ccc(S(N)(=O)=O)cc1)C(=O)O

Assay by compound	31	32	33	34	35	36	37	38	39	40
Luc counter	-2%	2%	0%	4%	8%	6%	3%	3%[39.9 µM]	x	-3%
CBFb RUNX1 block	u	-4%[2.36 µM]	-9%	-2%	1%	-6%	5%	-14%	2%	1%
aGal spleen mod	0%&-4%	3%	-3%	3%	3%	-6%	3%	-7%	-1%	5%
Lamin A splicing	u	5%	-4%	0%	-3%	-13%	-9%	x	x	-3%
IMPase Li cell	17%&6%	-1%	6%	-24%[38.3 µM]	6%[38.3 µM]	52%[activator][38.3 µM]	12%[38.3 µM]	20%	-5%	-3%[38.3 µM]
NPSR antag	u	-27%	12%	-5%[46.1 µM]	-10%[46.1 µM]	u	-3%[46.1 µM]	x	-20%	u
Epigenetic derep	22µM*	-3.2%&8.4%	0.0%	-0.4%	0.4%	0.8%	0.0%	-3.4%	1.1%	-1.3%

(41) CC1CCCN(c2nc3ccccc3nc2C(C#N)S(=O)(=O)c2cccs2)C1 (centres undefined)
(42) COC(=O)C(Cc1ccc(O)cc1)NC(=O)CCC(=O)Nc1ccc(S(N)(=O)=O)cc1 (centres undefined)
(43) COCOc1cc(OC)ccc1C(=O)/C=C\c1ccc2c(c1)OCO2
(44) CCCC(=O)Nc1cc(=O)n(C)c(=O)n1C
(45) COCCn1c(SCC(=O)N2CCc3ccccc3C2)nc2ccccc2c1=O
(46) O=C(CSc1ccccn1)N1CCOCC1
(47) N#C/C(=C\c1cc(Cl)ccc1O)C(=O)NC1CCCCC1
(48) CCC(C)NCC(O)(c1ccc(Cl)cc1)c1ccc(Cl)cc1 (centres undefined)
(49) CC(Cl)C(=O)NNc1cccc(Cl)n1 (centres undefined)
(50) Cc1cc(NC(=O)c2cc(-c3ccc4c(c3)OCO4)on2)n(-c2ccccc2)n1

Assay by compound	41	42	43	44	45	46	47	48	49	50
Luc counter	-3%	3%	x	13%	4%	-5%	3%	0%	-1%	3%
CBFb RUNX1 block	-6%	7%	-6%[13.1 µM]	1%	-1%	u	3%	-4%	5%	1%
aGal spleen mod	-2%	-4%	6%[17.5 µM]	6%	3%	4%	0%	-1%	11%	3%
Lamin A splicing	u	-6%	x	0%	-5%	-2%	0%	-6%[46 µM]	7%	5%
IMPase Li cell	5%[38.3 µM]	-4%[38.3 µM]	x	8%[38.3 µM]	7%	-3%	-12%[38.3 µM]	13%	13%[38.3 µM]	-17%[38.3 µM]
NPSR antag	-23%[46.1 µM]	u	x	u	3%	15%	u	u	-3%[46.1 µM]	-22%[46.1 µM]
Epigenetic derep	-1.0%	-1.6%	0.0%[10.1 µM]	0.7%	1.1%	0.4%	3.2%	4.5%	-1.1%	2.1%

(51) O=C(Cn1nc(C(F)(F)F)cc1C1CC1)Nc1ccccc1F
(52) COc1ccc(NC(=O)CSc2n[nH]c(N)n2)cc1OC
(53) O=C(CN(C(=O)CSc1nc2ccccc2o1)c1ccccc1)NC1CCCCC1
(54) Cc1c(C(=O)CN2CCOCC2)[nH]c2ccccc12

Assay by compound	51	52	53	54
Luc counter	-1%	0%	-6%	x
CBFb RUNX1 block	2%	1%	3%	0%
aGal spleen mod	-9%	-2%	5%	1%
Lamin A splicing	2%	x	5%	-13%
IMPase Li cell	2%	0%	10%[38.3 µM]	x
NPSR antag	-1%	11%	-7%[46.1 µM]	-8%[46.1 µM]
Epigenetic derep	-0.9%	0.9%	-2.4%	6.1%

From PubChem
